# Screening data as filed in PubChem.
# CCT chaperon mod – modulators of cytosolic chaperonin (CCT/TRiC) activity; hit rate 0.3% among 360,000; activity change, % (no concentration beside the values), hits read low; purified chaperonin ATPase assay, HTRF ADP detection, 30 min; in the data active = activity change below about -30%; also: % is scaled to controls: 0 for no effect and ±100 for the full control effect
#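 Enzyme 40 or 20 nM (batch-dependent) in Tris pH 7.4/KCl/MgCl2/DTT; cpd 76 uM single point; ATP 10 uM; 30 min 37 °C; Transcreener ADP HTRF detection, 30 min RT; ratio 665/615.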
# Mm-Cpn inhibitor – inhibitors of Methanococcus maripaludis chaperonin (MmCpn); purified Mm-Cpn ATPase, ADP Transcreener TR-FRET; Potency, µM (titrated, usually from 76.9 µM), for inactives: at the top dose activity, negative = inhibition, hits mostly inhibitors; hit rate 0.031% among 330,000; AID 504842; also: potency is read from the fitted curve at half-maximal effect; % is scaled to controls: 0 for no effect and ±100 for the full control effect; nearly all actives have a fitted effect of over 80% in size
#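 Measured: ADP formation by purified Mm-CPN. Conditions: 25 nM protein, 10 uM ATP, Tris pH 7.4 with Mg2+, K+ and DTT, 37°C for 30 min. Detection: Transcreener HTRF after 30 min at room temperature.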
# Nrf2 ARE act – activates Nrf2 signaling; AREc32 ARE-luciferase reporter (MCF7-derived line), luminescence, 24 h; Potency, µM (doses to about 46.1 µM), for the others: at the highest dose activation, hits mostly activators; hit rate 0.31% among 410,000; AID 624171; also: potency is read from the fitted curve at half-maximal effect; % of control where 0% means no effect; nearly all actives have a fitted effect of over 65% in size
#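 Luminescent ARE reporter assay in AREc32_Fluc cells: overnight plating at 37 deg C, 24 hr compound incubation, Steady-Glo added, 30 min RT before reading.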
# A549 tox – A549 cytotoxicity, counter-screen for Nrf2 inhibitors; Potency, µM (series often up to 46 µM), for the others: at the top dose activity change, negative = cytotoxicity, most hits filed as inhibitors; hit rate 0.16% among 390,000; AID 504648; A549 ARE-Fluc cells, CellTiter-Fluor viability, 18-24 h; also: potency is read from the fitted curve at half-maximal effect; % is scaled to controls: 0 for no effect and ±100 for the full control effect
#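 A549 ARE-Fluc cells in 5% FBS OPTI-MEM, 5000 cells/well, rested 2 h then exposed to compounds in concentration-response for 18-24 h at 37 °C. Viability by CellTiter-Fluor fluorescence (Ex 405/Em 525) after 30 min; luciferase luminescence (BugLite, 15 min, RT) read afterwards.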
# pAkt inh – inhibitors of Akt phosphorylation. Neuro2A IGF-stimulated pAkt S473 HTRF, 20 min; hits give low values. activity change, % for hits at 50 µM. hit rate 0.32% among 360,000. AID 651550; in the data active = activity change below about -80%; inconclusive = mostly about -51% to -80%; also: % is scaled to controls: 0 for no effect and ±100 for the full control effect
#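 Neuro2A cells in DMEM with 0.5% FBS, overnight at 37 deg C, given compound at single 50 µM final, then IGF (6 nM final) for 20 min at 37 deg C. Lysed; phospho-Akt Ser473 by HTRF after 24 h, 665/615 ratio.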
# EPAC2 antag – antagonists of human EPAC2; EPAC2 GEF exchange of Rap1B-BODIPY-GDP, fluorescence; Q8WZA2; hit rate 0.18% among 360,000; Potency, µM (top dose mostly 114 µM), for inactives: top-dose activity, negative = inhibition, actives largely listed as inhibitors; also: potency is read from the fitted curve at half-maximal effect; % is scaled to controls: 0 for no effect and ±100 for the full control effect; nearly all actives have a fitted effect of over 45% in size; many of its hits are not listed in these tables
# Target sequence (Q8WZA2 whole entry, looked up): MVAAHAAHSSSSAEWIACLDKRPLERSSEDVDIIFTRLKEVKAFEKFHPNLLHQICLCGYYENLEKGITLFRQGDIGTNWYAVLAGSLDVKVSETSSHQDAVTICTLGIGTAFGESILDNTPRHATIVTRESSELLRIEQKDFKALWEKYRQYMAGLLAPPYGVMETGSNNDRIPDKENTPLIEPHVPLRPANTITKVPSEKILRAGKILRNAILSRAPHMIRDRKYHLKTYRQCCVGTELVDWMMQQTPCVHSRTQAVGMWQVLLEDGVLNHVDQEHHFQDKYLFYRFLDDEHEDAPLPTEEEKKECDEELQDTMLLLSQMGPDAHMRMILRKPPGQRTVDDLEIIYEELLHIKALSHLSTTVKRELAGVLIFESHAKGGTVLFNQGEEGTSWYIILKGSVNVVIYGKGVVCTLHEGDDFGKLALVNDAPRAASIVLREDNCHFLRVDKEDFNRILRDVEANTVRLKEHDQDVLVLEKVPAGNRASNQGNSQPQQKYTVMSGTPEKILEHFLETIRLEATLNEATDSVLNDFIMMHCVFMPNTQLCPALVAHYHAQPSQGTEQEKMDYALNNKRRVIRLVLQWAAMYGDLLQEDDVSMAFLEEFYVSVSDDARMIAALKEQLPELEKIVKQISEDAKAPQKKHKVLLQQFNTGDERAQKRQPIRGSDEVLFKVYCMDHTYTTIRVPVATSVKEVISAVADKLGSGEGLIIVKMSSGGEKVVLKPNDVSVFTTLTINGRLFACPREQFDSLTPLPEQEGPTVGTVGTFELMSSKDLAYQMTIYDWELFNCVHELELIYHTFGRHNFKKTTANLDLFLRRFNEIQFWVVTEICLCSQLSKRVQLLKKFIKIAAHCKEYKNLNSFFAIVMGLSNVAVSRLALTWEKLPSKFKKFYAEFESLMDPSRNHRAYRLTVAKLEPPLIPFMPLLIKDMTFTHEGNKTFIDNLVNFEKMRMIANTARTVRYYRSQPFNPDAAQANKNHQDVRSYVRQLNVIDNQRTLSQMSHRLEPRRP
# TGFb SMAD3 inh – TGF-b pathway inhibition | HepG2 CAGA-GFP TGF-b/SMAD3 reporter, GFP fluorescence, 18 h; TGF-beta stimulated, 500 pg/mL final | hit rate 1.2% among 410,000 | AID 588855 | Potency, µM (series often up to 46.1 µM), for inactives: at the top dose activity, negative = inhibition, actives largely listed as inhibitors; also: potency is read from the fitted curve at half-maximal effect; % is scaled to controls: 0 for no effect and ±100 for the full control effect; nearly all actives have a fitted effect of over 65% in size
#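 HEPG2 CAGA-GFP, 1000 cells/well; 2 h settle, 37 C; cpd via pin tool; TGF-b 500 pg/mL final; 18 h, 37 C; GFP imaging ex488/em500-530; %Activity normalised to -TGF-b and +DMSO controls; CRC fit, curve class.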
# EPAC2 agonist – activates human EPAC2 exchange factor | Q8WZA2 | Potency, µM (series often up to 154 µM), for inactives: top-dose activation, actives largely listed as activators | AID 720711 | EPAC2 activation, biochemical qHTS; response scale: 100% = 6.5 mM cAMP response | hit rate 0.079% among 360,000; also: potency is read from the fitted curve at half-maximal effect; nearly all actives have a fitted effect of over 50% in size
#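 Setup: EPAC2 100 nM, labeled Rap1B complex 250 nM, free GDP 50 uM. Compound titrations pinned in, brief spin, 5 min room temperature incubation. Kinetic fluorescence read over 30 min, normalized to 6.5 mM cAMP.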
# Nrf2 inh – blocks Nrf2 signaling; AID 504444; hit rate 2.1% among 360,000; Potency, µM (doses to about 46 µM), without a hit: top-dose activity change, negative = inhibition, most hits filed as inhibitors; A549 ARE-Fluc reporter, luciferase luminescence, 18-24 h; also: potency is read from the fitted curve at half-maximal effect; % is scaled to controls: 0 for no effect and ±100 for the full control effect; nearly all actives have a fitted effect of over 60% in size
#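 Quantitative HTS in A549 cells stably bearing an antioxidant response element-firefly luciferase construct. Inhibition of Nrf2-driven transcription was scored by luminescence after 18-24 h of compound exposure at 37 °C.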
# Numbers without * were called inactive; i = inactive; ? = inconclusive; . = not tested or not shown; & = joins results of further samples; [ ] = remark or other dose. Unless noted, calls follow the shape of the dose curve; as a rule, active = well fitted curve in the direction sought with a large enough effect; inconclusive = small, poorly fitted or top-dose-only effect, or another doubt; inactive = no such curve, though single readings can be large; an effect the other way counts as inactive or inconclusive.
SMILES,CCT chaperon mod,Mm-Cpn inhibitor,Nrf2 ARE act,A549 tox,pAkt inh,EPAC2 antag,TGFb SMAD3 inh,EPAC2 agonist,Nrf2 inh
CN1C(=O)/C(=C2\SC(=S)N(C(CCC(=O)O)C(=O)O)C2=O)c2ccccc21 (configuration not stated),-2.7,-1%,0.0%,-24%,i,1%,-11%,1%,-2%
O=C(CSc1nc2ccccc2c(=O)n1-c1ccccc1)N/N=C/C=C/c1ccccc1[N+](=O)[O-],-7.3,-2%,3.2%,-14%,i,-6%,-25%,14%,?
O=S(=O)(CC(CN1CCCCC1)N1CCCCC1)c1ccc2ccccc2c1 (configuration not stated),0.4,-3%,?,-4%,i,8%,3.2µM*,-2%,?
COCCNc1cnn(-c2ccccc2)c(=O)c1Cl,2.7,-7%,-0.2%[9.22 µM],-1%,i,8%,0%,-4%,21%
Cc1c(C(=O)O)nn(-c2ccccc2)c(=O)c1C#N,-2.4,1%,0.4%,8%,i,2%,-4%,8%,17%
CSCC[C@H](NC(=O)OC(C)(C)C)c1nnc(SCC(=O)Nc2c(C)cccc2C)o1,-2.8,0%,0.0%,-10%,i,15%,-5%,11%,23%
O=C(NCCOCCn1c(=O)oc2ccccc21)Nc1cccc(Cl)c1,.,.,0.7%,5%,.,.,?,.,?
CC(C)CCNC(=O)COc1cccc2c1OC(C)(C)C2,3.8,0%,0.0%,2%,i,14%,-18%,-3%,5%
COc1ccccc1S(=O)(=O)Cc1ccc(C(=O)NC2CCCCCC2)o1,0.7,-4%,-1.3%,-3%,i,-2%,1%,-12%,16%
COc1cc2c(cc1OC)C(Nn1cnnc1)=NC1(CCCC1)C2,-0.6,0%,-0.1%,-7%,i,0%,4%,10%,7%
CCOc1ccc(Cl)cc1S(=O)(=O)n1cnc2cc(C)c(C)cc21,-2.4,-1%,-0.2%,-7%,i,-1%,3%,18%,5%
COC(=O)Cn1c(O)c(N=NC(=O)OC)c2ccccc21,-0.2,2%,4.1%,-7%,i,-6%,-18%,5%,14%
CCn1c(=O)n(CC)c2cc(NS(=O)(=O)c3ccccc3)ccc21,-0.7,1%,5.0%,0%,i,-2%,-2%,4%,-16%
COCCN1Cc2cccc(C(=O)NCC3CCN(CC(C)C)C3)c2C1=O (configuration not stated),-0.2,4%,-0.5%,-4%,i,9%,-12%,4%,0%
Cc1ccc(C(=O)COC(=O)c2cccc(NC(=O)c3ccc(Cl)cc3Cl)c2)cc1,.,.,-0.5%,-1%,.,.,?,.,?
CC(=O)Nc1ccc(S(=O)(=O)Nc2nnc(C)s2)cc1,-2.2,.,-1.8%,.,i,-2%,-1%,7%,.
C=CCNc1nc(C(=O)OCC(=O)NCc2cccc(Cl)c2)cs1,-1.6,0%,2.2%,-4%,i,-4%,-6%,5%,-10%
O=S(=O)(Nc1cccc(-c2nc3cccnc3s2)c1)c1ccc2c(c1)CCCC2,-1.0,-3%,3.1%,18%,i,7%,13µM*,12%,?
Cc1ccc(-n2[nH]c(C)c(/C=N/Nc3ccc([N+](=O)[O-])cc3[N+](=O)[O-])c2=O)cc1,-3.5,-1%,0.7%,-25%,i,-22%,?,5%,-18%
Cc1cccc(/C=C/c2onc(C)c2S(=O)(=O)N2CCC(C(=O)N3CCCCC3)CC2)c1,-2.8,1%,5.0%&1.7%,-6%&-1%,i,1%,?,11%,?
COc1cc2c(cc1OC)C(c1ccc(-c3ccc(Cl)c(Cl)c3)o1)=NCC2,-1.7,1%,3.0%,.,i,-2%,11µM*,?,9.2µM*
COC(=O)c1nn(C23CC4CC(CC(C4)C2)C3)c2c1C(=O)N(c1ccc(Br)cc1)C2=O,-3.5,1%,0.4%,-14%,i,3%,4%,5%,-13%
COc1ccc(S(=O)(=O)N(C)C)cc1NC(=O)Cc1cccs1,-0.8,0%,-0.5%,-2%,i,10%,0%,-3%,0%
CCN(CC)C(=O)C1CCCN(C(=O)c2cc(COc3ccc4ncccc4c3)on2)C1 (configuration not stated),-4.9,1%,1.7%,1%,i,-6%,-11%,9%,?
C[C@@H](CN1CCC[C@H]1CN1C(N)=NC[C@@H]1Cc1ccccc1)N1C[C@@H](Cc2ccccc2)N(CCc2ccc(Cl)c(Cl)c2)C1=N,-0.7,-1%,-0.8%,-7%,i,10%,6%,6%,-4%

# In another format: 4 of the compounds above.
> CCOc1ccc(Cl)cc1S(=O)(=O)n1cnc2cc(C)c(C)cc21
  CCT chaperon mod: -2.4	Mm-Cpn inhibitor: -1%	Nrf2 ARE act: -0.2%	A549 tox: -7%	pAkt inh: i	EPAC2 antag: -1%	TGFb SMAD3 inh: 3%	EPAC2 agonist: 18%	Nrf2 inh: 5%

> COC(=O)Cn1c(O)c(N=NC(=O)OC)c2ccccc21
  CCT chaperon mod: -0.2	Mm-Cpn inhibitor: 2%	Nrf2 ARE act: 4.1%	A549 tox: -7%	pAkt inh: i	EPAC2 antag: -6%	TGFb SMAD3 inh: -18%	EPAC2 agonist: 5%	Nrf2 inh: 14%

> CCn1c(=O)n(CC)c2cc(NS(=O)(=O)c3ccccc3)ccc21
  CCT chaperon mod: -0.7	Mm-Cpn inhibitor: 1%	Nrf2 ARE act: 5.0%	A549 tox: 0%	pAkt inh: i	EPAC2 antag: -2%	TGFb SMAD3 inh: -2%	EPAC2 agonist: 4%	Nrf2 inh: -16%

> COCCN1Cc2cccc(C(=O)NCC3CCN(CC(C)C)C3)c2C1=O (configuration not stated)
  CCT chaperon mod: -0.2	Mm-Cpn inhibitor: 4%	Nrf2 ARE act: -0.5%	A549 tox: -4%	pAkt inh: i	EPAC2 antag: 9%	TGFb SMAD3 inh: -12%	EPAC2 agonist: 4%	Nrf2 inh: 0%

# Next entries
SMILES,CCT chaperon mod,Mm-Cpn inhibitor,Nrf2 ARE act,A549 tox,pAkt inh,EPAC2 antag,TGFb SMAD3 inh,EPAC2 agonist,Nrf2 inh
CC(C)c1onc(C(=O)Nc2ccc3c(c2)OCO3)c1[N+](=O)[O-],-6.2,-2%,?,4%,i,5%,-17%,14%,12%
O=C1C(=O)N(C2CCN(C(=O)c3ccc(F)cc3)CC2)CCN1Cc1ccc(F)cc1,.,.,0.0%,2%,.,.,5%,.,?
CCCn1cc(CN2CCC(Oc3ccc(C(=O)N4CCCC4)cc3)CC2)c(C)n1,-3.2,1%,-0.2%,-5%,i,1%,-2%,3%,-3%
Cc1cccc(NC(=O)c2cc([N+](=O)[O-])ccc2N2CCCCC2)n1,-1.9,-5%,-0.1%,-15%,i,-1%,-12%,9%,?
O=S(=O)(NCc1ccc2c(c1)OCO2)c1cnc[nH]1,1.2,-1%,0.7%,-1%,i,3%,5%,-3%,8%
Cn1c(=O)c2c(ncn2CC(=O)OCC(=O)c2ccc(F)c(F)c2)n(C)c1=O,1.6,2%,-0.1%,11%,i,18%,12%,5%,?
CCC(=O)NS(=O)(=O)c1cccnc1Nc1ccc(Cl)cc1,0.9,0%,0.3%,-2%,i,7%,0%,-4%,.
COc1ccc(NS(=O)(=O)c2cc(NC(=O)c3ccccn3)ccc2OC)cc1Br,0.8,-8%,0.3%,-5%,i,1%,-24%,13%,-20%
Cc1ccc(-c2nn(CC(=O)NCC3CCCO3)c(=O)c3ccccc23)cc1 (configuration not stated),-0.3,-1%,0.0%,0%,i,-1%,2%,-3%,-2%
CCOC(=O)C1(Cc2cccc(F)c2)CCN(C(=O)c2cnccn2)CC1,0.3,1%,0.2%,-4%,i,1%,9%,-1%,-5%
Cc1c(CCO)c(=O)[nH]n1S(=O)(=O)c1ccc(F)cc1,-0.4,0%,-0.7%,5%,i,-8%,-1%,2%,0%
CCOC(=O)C1CCN(C(=O)c2c(-c3c(F)cccc3Cl)noc2C)CC1,0.9,0%,0.3%,-3%,i,14%,-15%,5%,3%
O=C1CC(C(=O)NC2CCCCC2)C(c2ccccc2)O1 (configuration not stated),1.0,1%,0.1%,-1%,i,16%,-20%,15%,12%
CC1(c2ccncc2)Nc2ccccc2-c2nc3ccccc3n21 (configuration not stated),-0.2,-4%,2.8%,-5%,i,-2%,-8%,3%,-24%
O=C(NCCc1ccccc1Cl)C1CCC(=O)N(C2CCCCCC2)C1 (configuration not stated),0.4,-1%,-0.8%,1%,i,2%,0%,2%,8%
O=C(O)COc1nsnc1N1CCOCC1,-1.5,3%,-0.8%,4%,i,5%,17%,-5%,6%
COc1ccc(C2=NOC(CN3C(=O)c4ccccc4S3(=O)=O)C2)cc1 (configuration not stated),1.5,-6%,2.5%,-7%,i,-2%,-1%,1%,?
Cc1ccc(CN2C(=O)c3ccccc3C2C(=O)NCc2cccnc2)cc1 (configuration not stated),-5.3,2%,0.1%,2%,i,6%,-24%,3%,-11%
COc1ccc(NC(=O)CSc2nc(N)c3cc4c(nc3n2)CCCC4)cc1,-1.0,3%,4.4%,-29%,i,22%,-5%,-2%,1%

# Only part of the results is shown (hit frequency here may not be typical).
